GalR3 antag = GalR3 antagonists in HEK293 cells, primary screen, cell-based, fluorescence readout; Galanin receptor type 3 (Homo sapiens), O60755; HEK293 GalR3-CNG cAMP membrane potential fluorescence; galR3 body fused to GalR1 C-terminus; inhibition, % at 3 µM; actives 0.44% (n = 360,000); AID 651719, 2012;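 active = inhibition above the screen-wide average plus 3 SD, cut at about 13% in these data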;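 note: forskolin and galanin both at EC90 stimulate the cells; cAMP rise reported by CNG channel membrane potential dye signal; 0% = forskolin plus galanin with DMSO and 100% = forskolin alone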
Target sequence (O60755 1-299 limits assumed): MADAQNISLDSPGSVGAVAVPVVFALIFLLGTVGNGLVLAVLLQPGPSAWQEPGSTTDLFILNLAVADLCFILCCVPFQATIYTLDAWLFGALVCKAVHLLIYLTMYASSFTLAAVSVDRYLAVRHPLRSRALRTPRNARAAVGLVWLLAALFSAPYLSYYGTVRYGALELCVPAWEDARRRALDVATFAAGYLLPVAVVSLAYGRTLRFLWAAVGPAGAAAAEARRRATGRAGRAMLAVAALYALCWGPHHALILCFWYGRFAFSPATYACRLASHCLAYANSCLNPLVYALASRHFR
The depositor's hits bear a star. Only part of the results is shown, so the mix of outcomes need not match the whole.

Preview:
COc1ccc(CNC(=O)C2CCN(S(=O)(=O)c3ccc(N4CCCC4=O)cc3)CC2)cc1 was read as GalR3 antag -5.3.
`CC(=O)Nc1ccc(C(=O)N2CCCCC2c2cc(C(=O)N3CCOCC3)no2)cc1` (stereo not drawn) gave GalR3 antag -5.5.
CC(C)(C)c1ccc(C(O)c2ncc(-c3ccccc3Cl)[nH]2)cc1 (stereo not drawn) was read as GalR3 antag -0.1.
CCc1nc2ccc(C(=O)Nc3cccc(OC)c3)cn2c1N(C)Cc1ccc(OC)cc1 was read as GalR3 antag -4.3.
Cc1ccccc1Oc1ccc2c(c1)[C@@H]1C[C@H](N(C)C(=S)Nc3ccc(F)cc3)[C@H]([C@H](C)O)C(=O)N1CC2 was read as GalR3 antag -1.2.
`O=C(NCc1ccccc1)[C@H]1CCCN1C(=O)[C@H]1CCCN1C(=O)c1ccc(OC(F)(F)F)cc1` gave GalR3 antag -6.2.
`CC(C)(C)n1nnnc1C(c1ccccc1)N1CCCN(Cc2ccc(F)cc2)CC1` (stereo not drawn) gave GalR3 antag -6.4.
`CC(=O)Nc1cc(-c2ccc(N(C)C)cc2)cn2c(-c3ccc(F)cc3)cnc12` gave GalR3 antag -7.8.
For CC1=C(C(=O)N(C(C)C)C(C)C)CC(CC(=O)NCc2cccc3ccccc23)C(=O)N1Cc1ccccc1 (stereo not drawn) the results were GalR3 antag -8.9.
For CC[C@]12c3[nH]c4cc(CCC(=O)N(C)C)ccc4c3CCN1C(=O)[C@@H](CC(=O)NCCCN(C)C)C[C@@H]2C(=O)N1CCN(C(=O)c2ccco2)CC1 the results were GalR3 antag -2.8.

The listing (from the top)
COc1ccc(CNC(=O)C2CCN(S(=O)(=O)c3ccc(N4CCCC4=O)cc3)CC2)cc1 was read as GalR3 antag -5.3.
`CC(=O)Nc1ccc(C(=O)N2CCCCC2c2cc(C(=O)N3CCOCC3)no2)cc1` (stereo not drawn) gave GalR3 antag -5.5.
CC(C)(C)c1ccc(C(O)c2ncc(-c3ccccc3Cl)[nH]2)cc1 (stereo not drawn) was read as GalR3 antag -0.1.
CCc1nc2ccc(C(=O)Nc3cccc(OC)c3)cn2c1N(C)Cc1ccc(OC)cc1 was read as GalR3 antag -4.3.
Cc1ccccc1Oc1ccc2c(c1)[C@@H]1C[C@H](N(C)C(=S)Nc3ccc(F)cc3)[C@H]([C@H](C)O)C(=O)N1CC2 was read as GalR3 antag -1.2.
`O=C(NCc1ccccc1)[C@H]1CCCN1C(=O)[C@H]1CCCN1C(=O)c1ccc(OC(F)(F)F)cc1` gave GalR3 antag -6.2.
`CC(C)(C)n1nnnc1C(c1ccccc1)N1CCCN(Cc2ccc(F)cc2)CC1` (stereo not drawn) gave GalR3 antag -6.4.
`CC(=O)Nc1cc(-c2ccc(N(C)C)cc2)cn2c(-c3ccc(F)cc3)cnc12` gave GalR3 antag -7.8.
For CC1=C(C(=O)N(C(C)C)C(C)C)CC(CC(=O)NCc2cccc3ccccc23)C(=O)N1Cc1ccccc1 (stereo not drawn) the results were GalR3 antag -8.9.
For CC[C@]12c3[nH]c4cc(CCC(=O)N(C)C)ccc4c3CCN1C(=O)[C@@H](CC(=O)NCCCN(C)C)C[C@@H]2C(=O)N1CCN(C(=O)c2ccco2)CC1 the results were GalR3 antag -2.8.
`CN(C(=O)COC(=O)c1cc([N+](=O)[O-])ccc1N1CCOCC1)C1CCCCC1` gave GalR3 antag -3.1.
For COc1ccc(C(=O)NCCCC2CCCC2)cc1OC1CCN(C(C)C)CC1 the results were GalR3 antag -4.4.
CN(c1cccnc1)c1ccc(NC(=O)Cc2cn(Cc3ccccc3)c3ccccc23)cc1Br was read as GalR3 antag -6.3.
Fc1ccc(-c2nc3ccc(Br)cn3c2Cc2cccc(Cl)c2)cc1 was read as GalR3 antag -10.2.
COc1cc(C(O)c2nc(-c3ccc(F)c(Cl)c3)cs2)ccc1F (stereo not drawn) was read as GalR3 antag -6.9.
Nc1c(C(=O)CSc2nnnn2-c2ccc(O)cc2)c(=O)[nH]c(=O)n1C1CC1 was read as GalR3 antag 0.3.
For Nc1nc2c(nnn2Cc2ccc(Cl)c(Cl)c2)c(=O)[nH]1 the results were GalR3 antag -6.4.
Screening CCOC(=O)C1=CCN(S(=O)(=O)c2ccccc2F)C1c1ccc(F)cc1 (stereo not drawn) returned GalR3 antag -4.7.
For COc1ccccc1C(C)NC(=O)CCC(=O)N1CCN(S(=O)(=O)c2ccc(Cl)cc2)CC1 (stereo not drawn) the results were GalR3 antag -2.6.
Screening CN1C(=O)N(CC(=O)N2CCN(c3ncccn3)CC2)C(=O)C12CCCCC2 returned GalR3 antag -5.3.
For COc1ccc(OC)c(NC(=O)C2(C)CCN2Cc2cccc(OC)c2F)c1 (stereo not drawn) the results were GalR3 antag -3.9.
`N#Cc1cccc(-c2csc(C(O)(c3ccccc3)C(F)(F)F)n2)c1` (stereo not drawn) gave GalR3 antag -8.7.
Screening O=C(NC(c1ccc(F)cc1)c1ccc2ccccc2n1)C1CCN(Cc2cccc(C(F)(F)F)c2)CC1 (stereo not drawn) returned GalR3 antag -5.2.
`CCc1nc2c(OCc3ccc(S(C)(=O)=O)cc3)cccn2c1N(C)C(=O)c1ccccc1F` gave GalR3 antag -4.2.
Screening O=C(NCc1cccnc1)c1cc(C2CCCCN2C(=O)OCc2ccccc2)on1 (stereo not drawn) returned GalR3 antag -5.1.
Cc1nn(CC(C)C)c(Cl)c1C(=O)NCC(C)(C)N1CCOCC1 was read as GalR3 antag -1.4.
For CC(C)Sc1ncnc2[nH]ncc12 the results were GalR3 antag -4.7.
Cn1c(=O)c(=O)n(C)c2cc(S(=O)(=O)CCC(=O)Nc3ccccc3C(F)(F)F)ccc21 was read as GalR3 antag -5.4.
For O=C(Cc1cccc(NC(=O)C2CCCN(C(=O)C3CCC3)C2)c1)Nc1cccc(C(=O)N2CCCCC2)c1 (stereo not drawn) the results were GalR3 antag -4.1.
`COc1ccc(-c2cc(=O)c3cccc(CC(=O)O)c3o2)cc1` gave GalR3 antag -1.4.
For Clc1ccc(-c2nc3c4ccccc4ccn3c2CC2CCCCC2)cc1 the results were GalR3 antag -4.4.
For Cc1ccc(C(O)c2ncc(-c3ccccc3Cl)[nH]2)cc1 (stereo not drawn) the results were GalR3 antag -2.8.
O=C1c2ccccc2C(c2nnnn2-c2ccc3c(c2)OCCO3)N1CCOc1ccccc1 (stereo not drawn) was read as GalR3 antag -3.7.
Screening COc1cccc(OC)c1OCCN1CCC(C(=O)NC(c2ccc3c(c2)OCO3)c2ccccn2)CC1 (stereo not drawn) returned GalR3 antag -3.0.
Screening CC(=O)OC1CC2C(C)(C)C(=O)C=CC2(C)C2CCC3(C)C(c4ccoc4)OC(=O)C4OC43C12C (stereo not drawn) returned GalR3 antag -7.2.
CCc1nc2ccc(C(=O)Nc3ccc(OC)c(OC)c3)cn2c1N(C)C(=O)Cc1ccccc1 was read as GalR3 antag -5.9.
Screening CCOc1ccc2oc(C(=O)NCC(c3ccco3)N(C)C)c(C)c2c1 (stereo not drawn) returned GalR3 antag -4.2.
For CC1CN(N=Cc2ccc([N+](=O)[O-])o2)C(=N)O1 (stereo not drawn) the results were GalR3 antag 2.1.
O=C(CNc1ccccc1N1CCCC1=O)Nc1cc(Cl)ccc1-n1cncn1 was read as GalR3 antag 1.0.
Screening Cn1c(=O)c2c(-c3ccccc3)n(-c3cc([N+](=O)[O-])ccc3N)cc2n(C)c1=O returned GalR3 antag -5.9.
Screening CNc1ncnc2c1ncn2[C@H]1CN(CCOC)C[C@@H](CO)O1 returned GalR3 antag -7.3.
For CCCCn1c(N)c(N(CCOC)C(=O)CCCn2c(=O)oc3ccccc32)c(=O)[nH]c1=O the results were GalR3 antag -0.9.
Screening COc1cccc(C(C)(O)c2nc(-c3cccc(C(F)(F)F)c3)cs2)c1 (stereo not drawn) returned GalR3 antag -4.0.
`CC(C)Oc1ccc(F)cc1-c1cc(C(=O)Nc2ccc(C(C)(C)C)cc2)[nH]n1` gave GalR3 antag -3.2.
CCn1cc(CN2CCCC(C(=O)Nc3cccc(-n4cccn4)c3)C2)cn1 (stereo not drawn) was read as GalR3 antag -1.7.
Screening COC(=O)c1cc2c(c3c4cc(C)ccc4n(S(=O)(=O)c4ccc(OC)cc4)c13)C(=O)N(Cc1ccccc1OC)C2 returned GalR3 antag -4.0.
O=C(Nc1cccc(C(F)(F)F)c1)C1CC(=O)N(Cc2ccco2)C1 (stereo not drawn) was read as GalR3 antag -7.9.
`CC1(C(=O)NS(=O)(=O)c2ccccc2Cl)CCN1C(=O)C/C=C/c1ccccc1` (stereo not drawn) gave GalR3 antag -3.8.
Screening C#CCNC(=O)c1ccc2sc([C@@H]3O[C@H](CO)[C@H](O)[C@H](O)[C@H]3O)nc2c1 returned GalR3 antag -5.3.
Screening Cc1ccc(S(=O)(=O)SC/C=C/CSS(=O)(=O)c2ccc(C)cc2)cc1 returned GalR3 antag -4.6.
For CCCCn1c(N)c(N(C(=O)CSc2nncn2-c2ccccc2C)C2CCCC2)c(=O)[nH]c1=O the results were GalR3 antag -3.6.
`Cc1cccc(NC(=O)CSc2nc3sc(C)cc3c(=O)n2C)c1` gave GalR3 antag -5.1.
Screening O=C(NCC1(N2CCCCC2)CCCCC1)c1cccc(S(=O)(=O)Nc2ccccc2Cl)c1 returned GalR3 antag -3.0.
`CN1OC[C@@H]2CN(S(=O)(=O)c3cccc4ccccc34)[C@H](c3ccc(-c4cccnc4)cc3)C[C@@H]21` gave GalR3 antag -8.5.
Screening CCC(=O)NC(c1cccs1)c1cc([N+](=O)[O-])c2cccnc2c1OC (stereo not drawn) returned GalR3 antag 3.5.
`COC(=O)c1cc2c(c3c4cc(C)ccc4n(S(=O)(=O)c4cccc(C)c4)c13)C(=O)N(Cc1ccccc1OC)C2` gave GalR3 antag -3.7.
Screening COc1ccccc1-c1cccc(-c2nc(C(=O)N3CCCCC3)cc3c2[C@@H](CCO)N(S(=O)C(C)(C)C)C3)c1 (stereo partly drawn) returned GalR3 antag -6.0.
O=C(O)C1CC2CCC1CC2 (stereo not drawn) was read as GalR3 antag -4.9.
COc1cc(NC(=O)[C@H]2O[C@@H](n3ccc(N)nc3=O)[C@H](O)[C@@H]2O)cc(OC)c1OC was read as GalR3 antag -5.0.
COC(=O)C1CCN(C(=O)C2CC(=O)N(c3ccc(C)c(Cl)c3)C2)CC1 (stereo not drawn) was read as GalR3 antag -2.2.
CNc1cnc(-c2ccsc2)cn1 was read as GalR3 antag -2.0.
`CC(C)Oc1cccc(C(=O)Nc2nnc([C@@H]3C[C@H](O)[C@@H](CO)O3)s2)c1` gave GalR3 antag 2.6.
Screening Cc1cccc(C)c1NC(=O)CN1CCN(C/C=C/c2ccccc2)CC1 returned GalR3 antag -6.3.
For COC(=O)[C@]12CCCCC=C1N(Cc1cccc3ccccc13)C(=O)[C@H](CC(=O)NCCC(C)C)C2 the results were GalR3 antag -7.7.
`CCOC(=O)C1=C[C@@H](C(C)(C)C)N(S(=O)(=O)c2ccc(C)cc2)[C@H]1c1ccccc1` gave GalR3 antag -3.8.
`CCCCCCCCNS(=O)(=O)CCNCCCC` gave GalR3 antag -7.4.
Screening COC(=O)[C@]12C[C@H](CC(=O)N3CCCC3)C(=O)N(Cc3ccc4c(c3)OCO4)C1=C[C@H](C(C)(C)C)O[C@@H]2C returned GalR3 antag -6.4.
CC1CCC(NS(=O)(=O)c2ccc(Cl)s2)CC1 (stereo not drawn) was read as GalR3 antag -2.4.
Screening Cc1cn(CC(=O)NCC(C)c2ccccc2)c(=O)[nH]c1=O (stereo not drawn) returned GalR3 antag -1.6.
Screening C[C@H](O)[C@@H]1CN2CCc3c([nH]c4ccc(-c5ccc6c(c5)OCO6)cc34)[C@@H]2C[C@@H]1N(C)C(=O)Nc1ccc(F)cc1 returned GalR3 antag -7.6.
O=c1cn[nH]c2ccc(Br)cc12 was read as GalR3 antag -4.9.
For C[C@H](CO)N1C[C@H](C)[C@H](CN(C)C(=O)Nc2cccc(F)c2)OCc2cnnn2CCCC1=O the results were GalR3 antag -5.6.
For COC(=O)C[C@H]1N(S(=O)(=O)c2ccc(C)cc2)C(C(C)C)CC1(C(=O)OC)C(=O)OC (stereo partly drawn) the results were GalR3 antag -0.4.
For COc1cccc(-n2cc(CN(C)C(=O)C3CCC(=O)N(C4CC4)C3)cn2)c1 (stereo not drawn) the results were GalR3 antag -5.0.
Screening CCc1ccc(C2CC3C(CN2S(=O)(=O)c2ccc(C)cc2)[C@@H](O)C[C@@H](c2ccc(CC)cc2)N3S(=O)(=O)c2ccc(C)cc2)cc1 (stereo partly drawn) returned GalR3 antag -8.7.
For CN1CCCCC(NC(=O)c2ccc(Cl)cc2Cl)C1=O (stereo not drawn) the results were GalR3 antag -5.4.
CC(C)(C)OC(=O)Nc1ccccc1-n1nnnc1C(C(=O)c1ccccc1)N1CCN(c2ccccn2)CC1 (stereo not drawn) was read as GalR3 antag -3.0.
`COc1ccc(C(=O)C(=NNc2ccccc2)c2ccc(OC)cc2)cc1` gave GalR3 antag -6.0.
For C#CCNC(=O)c1csc([C@@H]2O[C@H](CO)[C@@H](O)[C@H]2O)n1 the results were GalR3 antag -4.0.
Screening CCCCCCC12C(=Cc3cc(C)ccc31)c1ccccc1C(CC(=O)NCc1ccccc1)N2C(=O)OC (stereo not drawn) returned GalR3 antag -3.8.
`Nc1sc(-c2ccccc2)cc1C(=O)NCCc1ccc(Cl)cc1` gave GalR3 antag -4.6.
`CSCC[C@@H](CO)NC(=O)[C@H]1O[C@@H](n2ccc(N)nc2=O)[C@H](O)[C@@H]1O` gave GalR3 antag 0.8.
For CC1(C(=O)NS(=O)(=O)c2ccc(F)cc2F)CCN1C(=O)Cc1cc(F)ccc1F (stereo not drawn) the results were GalR3 antag -6.5.
For CC(C)C[C@H]1CN(CCCC[C@@H]2CNC(=O)C(=O)N2CC2CCCCC2)C(=O)C(=O)N1CCC1CCCCC1 the results were GalR3 antag -6.3.
O=C(O)C1C2CCCCC2=C2CCCCC2C1C(=O)Nc1nccs1 (stereo not drawn) was read as GalR3 antag -8.9.
For Nc1ccc(S(=O)(=O)Nc2nccs2)cc1N=Nc1ccccc1[N+](=O)[O-] the results were GalR3 antag 0.3.

Screening results from PubChem BioAssay.
